# BAP1 block: inhibitors of BAP1 deubiquitinase, primary screen, biochemical, Ub-AMC fluorescence, kinetic. Ubiquitin carboxyl-terminal hydrolase BAP1 (Homo sapiens), Q92560. recombinant BAP1, Ub-AMC hydrolysis fluorescence kinetic; active compounds read low. activity remaining (% of control), % at 20 µM. actives 0.48% (n = 72,000). AID 436, 2006;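 active = activity remaining at or below 50% of control, provided the compound also passes the data quality filters; inactive = the rest, including low values that fail the filters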;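 also: 100% = DMSO wells rate and 0% = substrate alone blank rate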
# Target sequence (Q92560 whole entry, looked up): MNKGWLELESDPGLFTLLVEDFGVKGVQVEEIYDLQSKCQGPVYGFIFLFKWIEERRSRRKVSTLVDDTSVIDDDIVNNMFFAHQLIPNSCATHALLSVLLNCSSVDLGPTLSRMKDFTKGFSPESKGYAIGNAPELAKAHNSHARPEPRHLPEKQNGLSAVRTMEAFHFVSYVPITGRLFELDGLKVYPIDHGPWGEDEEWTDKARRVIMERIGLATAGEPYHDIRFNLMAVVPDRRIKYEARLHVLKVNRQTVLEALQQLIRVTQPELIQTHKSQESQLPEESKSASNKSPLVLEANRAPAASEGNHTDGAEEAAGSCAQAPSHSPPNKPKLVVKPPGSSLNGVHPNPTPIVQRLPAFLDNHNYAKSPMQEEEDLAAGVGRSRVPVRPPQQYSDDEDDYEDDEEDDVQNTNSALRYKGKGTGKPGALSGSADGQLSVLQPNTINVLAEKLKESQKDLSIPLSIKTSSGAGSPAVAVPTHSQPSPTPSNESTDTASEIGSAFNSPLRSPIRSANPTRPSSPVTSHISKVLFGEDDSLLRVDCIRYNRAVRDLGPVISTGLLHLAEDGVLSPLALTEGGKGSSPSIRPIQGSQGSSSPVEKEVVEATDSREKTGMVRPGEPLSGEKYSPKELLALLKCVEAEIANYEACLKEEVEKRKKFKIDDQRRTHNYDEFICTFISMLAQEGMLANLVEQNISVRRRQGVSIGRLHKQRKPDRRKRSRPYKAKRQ
# HePTP inhibitor: inhibitors of human HePTP phosphatase, primary screen, biochemical, absorbance, leukemia target; recombinant HePTP phosphatase activity, OD absorbance; AID 521, 2006; inhibition, % at 20 µM; Tyrosine-protein phosphatase non-receptor type 7 (Homo sapiens), P35236; actives 0.64% (n = 110,000); in the data active = inhibition above about 50%;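 also: plate controls were vehicle for no effect and reference inhibitor for full effect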
# Target sequence (P35236 whole entry, looked up): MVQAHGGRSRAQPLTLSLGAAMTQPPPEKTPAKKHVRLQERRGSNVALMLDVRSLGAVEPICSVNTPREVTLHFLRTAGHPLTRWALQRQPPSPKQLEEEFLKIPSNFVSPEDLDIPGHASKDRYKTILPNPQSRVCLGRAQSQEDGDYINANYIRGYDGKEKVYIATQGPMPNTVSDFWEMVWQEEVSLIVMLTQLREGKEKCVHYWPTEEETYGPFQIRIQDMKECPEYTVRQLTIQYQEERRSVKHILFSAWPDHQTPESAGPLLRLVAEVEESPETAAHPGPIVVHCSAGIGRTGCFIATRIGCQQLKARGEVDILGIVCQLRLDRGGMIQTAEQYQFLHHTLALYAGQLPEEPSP
# * = called active by the depositor; / = no result given; & = joins results of further samples.
# Values in the order – BAP1 block | HePTP inhibitor
- CCn1c(/C=N/n2cnnc2)nc2ccccc21
    114 | 7&-16
- COc1ccc(/C(O)=C2/C(=O)C(=O)N(CCCCCC(=O)O)C2c2ccc3c(c2)OCO3)cc1 (stereo not drawn)
    / | 2
- Cn1c(SCC(=O)c2ccc(F)cc2)nc2cccnc21
    103 | 6
- CC(C)c1cc(NS(=O)(=O)c2ccccc2[N+](=O)[O-])cc(C(C)C)c1O
    / | -18
- Cc1ccc2cc(C(c3nnnn3C3CCCC3)N(Cc3cccnc3)Cc3ccco3)c(=O)[nH]c2c1 (stereo not drawn)
    65 | 11
- CCOC(=O)C1=C(C)NC(=O)CC1c1cc2c(cc1Br)OCO2 (stereo not drawn)
    95 | 10&-2
- COC(=O)c1ccc(Cn2cc(Cl)cn2)cc1
    94 | 6
- O=C(Nc1ccc(F)c([N+](=O)[O-])c1)c1ccc2c(c1)OCCO2
    / | -11
- COc1ccc(S(=O)(=O)N2CCCN(CC(=O)Nc3ccc(OC)c(Cl)c3)CC2)cc1
    88 | -2
- O=S(=O)(/N=C(/Nc1ccccc1)c1ccccc1)c1ccccc1
    / | 5
- CC(C)CC(=O)Nc1ccccc1N1CCOCC1
    120 | -9
- COc1ccc(N=C2NC(=O)/C(=C/c3ccc(N(C)C)cc3)S2)cc1
    / | -3
- CCC(c1nnnn1Cc1ccc2c(c1)OCO2)N1CCN(c2ccccc2)CC1 (stereo not drawn)
    83 | 5
- O=C(Nc1ccc2nc(-c3ccco3)[nH]c2c1)c1ccco1
    89 | 9
- O=C(CCN1CCc2ccccc2C1)Nc1ccccc1
    99 | 4
- CCOc1ccccc1C=Nc1ccc(O)cc1
    / | 5
- COc1ccc(N(CC(=O)Nc2ccccc2F)S(=O)(=O)c2ccccc2[N+](=O)[O-])c(OC)c1
    / | 1
- O=C1Nc2c(S(=O)(=O)Nc3ccc(Cl)cc3)cc(S(=O)(=O)Nc3ccc(Cl)cc3)c3cccc1c23
    / | 14
- Cc1ccc2c(c1)N(C)C(=O)CC(c1ccccc1)=N2
    131 | /
- COc1ccc(-n2ncc3c(N4CCN(c5cc(C)ccc5C)CC4)ncnc32)cc1
    69 | 6
- CC(C)CC(=O)N1CCN(C(=O)c2ccc(-c3ccccc3)cc2)CC1
    / | -13
- CCOc1c(/C=C2\Sc3ccccc3C2=O)cccc1OC
    / | -13
- CC(=O)Nc1ccc(NC(=O)CN2CCCC(C)C2)c(Cl)c1 (stereo not drawn)
    106 | 4
- CC(NC(=O)c1cnn(-c2ccccc2)c1NC(=O)c1ccccc1)c1ccccc1 (stereo not drawn)
    / | -2
- CCCc1nc2ccccc2c(C(=O)OCc2nnc(-c3cc(OC)c(OC)c(OC)c3)o2)c1CC
    122 | 9
- O=C(O)C(Cc1ccccc1)n1cnnn1 (stereo not drawn)
    129 | 0
- O=C(CCS(=O)(=O)c1ccccc1)Nc1nccs1
    83 | 2
- CC(C)c1ccc(CNC(=O)CSCC(=O)Nc2ccccc2)cc1
    / | -14
- CCNc1nc(N2CCOCC2)nc(N(c2ccccc2)c2ccccc2)n1
    108 | 4
- c1ccc(COc2cccc(OCc3ccccc3)c2)cc1
    / | 7
- O=C(Nc1ccccc1)c1ccccc1OCC(O)CN1C(=O)c2ccccc2S1(=O)=O (stereo not drawn)
    97 | 0&-7
- COc1ccc(-c2ccc(OC)cc2C(=O)O)cc1
    59 | -6
- Cc1ccc(NC(=O)C(C)Oc2ccccc2)c([N+](=O)[O-])c1 (stereo not drawn)
    / | -7
- Cn1ncc(N=Cc2ccccc2O)c1C(=O)N1CCOCC1
    59 | 5
- C=CCn1cnc2c(c1=O)c1nc3ccccc3nc1n2-c1ccccc1
    105 | -2
- c1ccc(-c2oc3ncn4nc(-c5ccncc5)nc4c3c2-c2ccccc2)cc1
    246 | /
- CC1(C)Cn2c(nnc2-c2cccc(O)c2)S1
    74 | -9
- CCS(=O)(=O)N1CCN(S(=O)(=O)c2ccc(F)cc2)CC1
    86 | 6
- COCCCNC(=O)Cn1nnc(-c2ccc(NC(=O)c3ccccc3OC)cc2)n1
    / | 4
- Cc1ccc(S(=O)(=O)N2CCOCC2)cc1C(=O)NCc1ccc(F)cc1
    98 | -4
- CCOc1ccccc1NC(=O)c1ccc(N(C)C)cc1
    / | 4
- COc1cc2nc(-c3ccc(OC(C)=O)cc3)oc(=O)c2cc1OC
    / | 5
- O=C(CN1C(=O)C2C3C=CC(C3)C2C1=O)N1CC(=O)N(CCc2ccccc2)C(=O)C1 (stereo not drawn)
    114 | 7
- O=C(O)C1C2C=CC(C2)C1C(=O)NCCc1ccncc1 (stereo not drawn)
    71 | 4
- O=C(O)CCN1C(=O)C(=C2CCCCCC2)SC1=S
    77 | -12
- COc1ccc(-c2nc3ccccc3c(=O)n2CCCN2CCOCC2)cc1
    92 | 1
- Cc1ccc(-c2nnc(N3CCOCC3)c3ccccc23)cc1S(=O)(=O)NCC1CCCO1 (stereo not drawn)
    97 | 7
- COc1ccc(NC(=O)CN(c2ccccc2)S(=O)(=O)c2ccccc2[N+](=O)[O-])cc1OC
    / | -1
- COc1cc(NC(=O)c2ccco2)c(OC)cc1NC(=O)CCC(=O)Nc1cc(C)ccc1C
    80 | 14
- CCc1nnc(NC(=O)CSc2nnc(Cc3ccccc3)n2Cc2ccccc2)s1
    97 | 8
- COc1ccc(C2CC(C(F)(F)F)n3nc(C(=O)N4CCCC4)c(Cl)c3N2)cc1OC (stereo not drawn)
    / | -14
- COc1ccc(-n2c(SCC(=O)Nc3ccc4c(c3)OCO4)nc3ccccc3c2=O)cc1
    71 | 6
- O=C1Nc2ccccc2NC1C1OC(c2ccccc2)=CC1=O (stereo not drawn)
    / | -2
- COc1ccccc1OCCCOc1ccc(Cl)c(C)c1
    / | -5
- Cc1ccc(Cn2ccc(NC(=O)c3cc(-c4cccc(Cl)c4)on3)n2)cc1
    114 | 4
- CCCCCCOc1ccc(N2C(=O)CC(N3CCC(C(=O)OCC)CC3)C2=O)cc1 (stereo not drawn)
    65 | -2
- O=c1c2cnn(-c3ccccc3)c2ncn1Cc1ccccc1
    111 | 7
- N#Cc1nc(COc2ccc(F)cc2)oc1N1CCN(Cc2ccccc2)CC1
    86 | 0
- CCOC(=O)CNC(=O)CSc1nnc(Cn2c(=O)sc3ccccc32)n1C
    94 | -1
- COc1ccc(OC)c(NC(=O)CSc2nnc(CNc3ccc(F)cc3)o2)c1
    95 | 9

# (next part)
# Values in the order – BAP1 block | HePTP inhibitor
- Cc1cc(C2(c3cc(C)c(NC(=O)CN4CCCCC4)c(C)c3)CCCCC2)cc(C)c1NC(=O)CN1CCCCC1
    / | 7
- CCCC(C)C(=O)Nc1ccc(Cl)cn1 (stereo not drawn)
    94 | 5
- COc1ccccc1C(c1nnnn1Cc1ccccc1)N1CCN(c2nc3ccccc3s2)CC1 (stereo not drawn)
    68 | -2
- Cc1cc(C)nc(-n2nc(C)cc2NC(=O)c2ccc3c(c2)OCO3)n1
    125 | 5
- COC(=O)Nc1ccc(S(=O)(=O)N2CCN(c3ccccc3OC)CC2)cc1
    / | -12
- CC(O)c1cccc(NC2=CC(=O)CC(C)(C)C2)c1 (stereo not drawn)
    122 | -9
- O=C1NC(=S)N/C1=C/c1ccc(-c2cc(C(=O)O)ccc2Cl)o1
    / | 104*
- C=Cn1nc(C)c2ccccc2c1=O
    91 | 0
- CCOc1ccccc1NC(=O)c1c(Cl)cccc1Cl
    / | 10
- O=C(CSc1ncn[nH]1)c1ccc2c(c1)OCCO2
    / | -11
- Cc1ccc(OCC(=O)n2cnnc2N)c(C)c1
    93 | 8
- Cc1cccc(N2CCN(C(=O)C3CCCN(S(=O)(=O)c4cnc[nH]4)C3)CC2C)c1 (stereo not drawn)
    88 | 11
- COc1ccc2[nH]c(=O)c(CN(Cc3ccco3)Cc3nnnn3Cc3ccccc3)cc2c1
    / | 7
- Brc1ccc(-c2nc3ccccc3s2)s1
    / | 2
- CC(C)(C)C(=O)NC(=S)N1CCOCC1
    / | -8
- O=C(NCc1ccncc1)C(=O)NCc1ccccn1
    / | 2
- COc1ccc(C(=O)NCc2ccccc2)cc1Br
    / | -6
- O=S1(=O)c2cccc3cccc(c23)N1Cc1ccc(-c2nnco2)cc1
    / | -4
- COc1ccc(CNC(=O)c2cccc([N+](=O)[O-])c2C)cc1
    60 | /
- CN(C)S(=O)(=O)c1ccc2c(c1)nc(CCC(=O)NCC1CCCCC1)n2C
    94 | 10
- COC(=O)c1ccc(CSc2ncnc3sc(C)c(C)c23)o1
    130 | 6
- Cc1cc(OCC(=O)Nc2ccc(N3CCOCC3)c(Cl)c2)cc(C)c1Cl
    / | 1
- COc1cc2ccccc2cc1C(=O)Nc1ccc2c(c1)C(=O)N(C)C2=O
    / | -9
- CSc1ncc(C(=O)O)n1-c1ccc(F)cc1
    91 | 8
- Cc1cccc(N2C(=O)CC(N(O)c3ccccc3)C2=O)c1 (stereo not drawn)
    95 | -6
- CCOC(=O)C1CC=C(Cl)CC1C(=O)Nc1nccs1 (stereo not drawn)
    110 | 4
- COc1ccc(C2=NOC(C(=O)NC3CCCCC3)C2)cc1OC (stereo not drawn)
    105 | -11
- O=C(Nc1nc(-c2ccccc2)cs1)c1ccc(Br)o1
    73 | 10
- COc1ccc(C2CC(=O)C3=C(C2)Nc2ccccc2NC3c2ccccc2Cl)cc1 (stereo not drawn)
    / | 7
- c1csc(CNc2ccc(N3CCOCC3)cc2)c1
    / | 6
- CCOC(=O)C1CCN(Cc2cn[nH]c2-c2ccc(C)cc2)CC1
    118 | 3
- Cc1ccc(CNC(=O)CCCn2c(=O)c3ccccc3n(CC(=O)NCc3ccco3)c2=O)cc1
    78 | -40
- Cc1ccccc1/C=C/C1=NCCN1
    101 | /
- Cc1ccc(OCCCN2CCCC2)c(C(C)(C)C)c1
    / | 6
- COC(=O)C1[C@H]2C(=O)N(Cc3cccs3)C[C@]23C=C[C@H]1O3 (stereo partly drawn)
    60 | 7
- O=C1c2ccccc2C(=O)c2c1cc(Cl)cc2N1CCCCC1
    / | 6
- CCCCCCCCc1nnc(NC(C)=O)s1
    / | 13
- Cn1c(N2CCC(C(N)=O)CC2)nc2c1c(=O)n(Cc1ccc(Br)cc1)c(=O)n2C
    95 | 10
- Cc1ccc(Cl)cc1N(Cc1ccc(C(=O)Nc2cccnc2)cc1)S(=O)(=O)c1ccccc1
    / | 4
- O=C1CC(C2CCCO2)C(=O)N1c1cccc(Cl)c1 (stereo not drawn)
    93 | -11&-2
- CS(=O)(=O)NCCNc1ccc([N+](=O)[O-])cc1
    / | -4
- COc1ccccc1Cc1noc(-c2ccc(C)cc2)n1
    / | 6
- CCOC(=O)c1c(N=Cc2ccc(N(CC)CC)cc2O)sc2c1CCCC2
    54 | /
- COc1nccnc1NS(=O)(=O)c1ccc(N)cc1
    / | 1
- c1ccc(Cn2nnc3cnccc32)cc1
    94 | -12
- CCN(C(=O)COC(=O)C(Cc1ccccc1)N1C(=O)c2ccccc2C1=O)C1CCS(=O)(=O)C1 (stereo not drawn)
    / | 2
- COc1ccccc1/C=C/C(=O)c1c(-c2ccccc2)c2cc(Br)ccc2[nH]c1=O
    / | 4
- Cc1nc(-c2ccc(NC(=O)c3cccc(Br)c3)cc2)cs1
    162 | /
- O=C(Cc1coc(-c2ccc(F)cc2)n1)NC1CCCCC1
    102 | -4
- c1ccc2nc(C3=NCCN3)ccc2c1
    91 | /
- CCOc1ccc2nc(SCC(=O)Nc3ccc4c(c3)C(=O)c3ccccc3C4=O)sc2c1
    88 | /
- CCCc1cc(=O)oc2c(C)c(O)c(CN3CCCCC3)cc12
    254 | 9
- CC(=O)Oc1ccc(/C=c2/sc3nc4c(C)c(C)ccc4n3c2=O)cc1
    / | 0
- CCC(C(=O)O)N1C(=O)C2CCCCC2C1=O (stereo not drawn)
    124 | /
- CCN1CCN(C(=O)CN(Cc2ccccc2)S(C)(=O)=O)CC1
    70 | 3
- COc1ccc(N(CC(=O)NC(C)c2ccccc2)S(=O)(=O)c2ccccc2)cc1 (stereo not drawn)
    / | 5
- COc1cccc(N2C(=O)C(=O)/C(=C(\O)c3ccccc3)C2c2ccccc2)c1 (stereo not drawn)
    / | -8
- CCN1CCN(Cc2c(O)ccc3c(=O)c(-c4ccc(OC)c(OC)c4)c(C(F)(F)F)oc23)CC1
    104 | -3
- Oc1c(C(c2cccs2)N2CCOCC2)sc2ncnn12 (stereo not drawn)
    106 | 0
- COc1cccc(NC(=O)CSc2nnc(-c3cccs3)n2C)c1
    102 | 10
- CCOC(=O)c1cccc(C(=O)Nc2nc3ccc(C)cc3s2)n1
    110 | /

# Rewritten in CSV form: part of the list above
molecule,BAP1 block,HePTP inhibitor
COc1cccc(N2C(=O)C(=O)/C(=C(\O)c3ccccc3)C2c2ccccc2)c1 (stereo not drawn),/,-8
c1ccc2nc(C3=NCCN3)ccc2c1,91,/
CCCc1cc(=O)oc2c(C)c(O)c(CN3CCCCC3)cc12,254,9
Cc1ccccc1/C=C/C1=NCCN1,101,/
CCOC(=O)c1c(N=Cc2ccc(N(CC)CC)cc2O)sc2c1CCCC2,54,/
Cn1c(N2CCC(C(N)=O)CC2)nc2c1c(=O)n(Cc1ccc(Br)cc1)c(=O)n2C,95,10
Cc1ccc(OCCCN2CCCC2)c(C(C)(C)C)c1,/,6

# Rewritten bar-delimited: 2 of the compounds above
SMILES | BAP1 block | HePTP inhibitor
CCOC(=O)c1c(N=Cc2ccc(N(CC)CC)cc2O)sc2c1CCCC2 | 54 | /
COc1nccnc1NS(=O)(=O)c1ccc(N)cc1 | / | 1

# The order is random. About 0.7% of those tested had a hit in this group.
